PMI act satM6P = activators of human phosphomannose isomerase at near-saturating mannose 6-phosphate; P34949; coupled PMI enzyme assay, resazurin fluorescence, 20 min; hits give high values; 1 = untreated enzyme, 0 = substrate-free blank; activation factor at 20 µM; hit rate 0.34% among 190,000; AID 1216;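 active = activation factor of 2 or more at 20 µM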
Target sequence (P34949 whole entry, looked up): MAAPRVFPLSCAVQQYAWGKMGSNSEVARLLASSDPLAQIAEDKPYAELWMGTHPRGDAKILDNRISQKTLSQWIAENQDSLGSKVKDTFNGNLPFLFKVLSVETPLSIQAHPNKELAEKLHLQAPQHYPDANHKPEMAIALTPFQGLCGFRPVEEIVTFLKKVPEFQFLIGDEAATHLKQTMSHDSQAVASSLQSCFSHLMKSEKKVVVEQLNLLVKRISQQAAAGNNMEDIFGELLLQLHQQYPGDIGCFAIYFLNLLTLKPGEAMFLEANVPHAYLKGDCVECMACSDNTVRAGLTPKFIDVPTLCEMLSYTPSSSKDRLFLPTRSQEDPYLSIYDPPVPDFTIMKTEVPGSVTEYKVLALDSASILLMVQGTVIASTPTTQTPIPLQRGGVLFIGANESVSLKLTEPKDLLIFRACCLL
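Technique: Diaphorase-driven resazurin-to-resorufin fluorescence, excitation 544, emission 590 nm | Assay system: Human PMI in coupled enzyme assay | Times: Enzyme reaction with compound 20 min at room temperature | Medium: HEPES-buffered pH 7.4 with magnesium and detergent | Reagent: Mannose-6-phosphate 1.0 mM (near-saturating) plus 0.22 mM NADP+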
G6PDH counter = inhibits Leuconostoc G6PDH, flagging false hits in G6PDH-based assays; Purified L. mesenteroides G6PDH, diaphorase/resazurin coupled fluorescence, 45 min; inhibition, % at 5 µM; hit rate 0.12% among 200,000; AID 1020; in the data active = inhibition above about 50%
FLuc act counter = affects firefly luciferase, flagging false hits in luciferase stimulation screens. P08659. ATPlite luciferase biochemical, luminescence, 10 min; 0 = ATP-free wells, 1 = DMSO control. activation factor at 10 µM. 200,000 tested, under 10 active. AID 1027;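 active = luciferase activation factor, scaled between plate controls, of at least 2 with compound at 10 µM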
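assay system = Luciferase/luciferin detection reagent, cell-free biochemical luciferase assay | also added = ATP substrate | times = 10 min post-reagent at room temperature | measured by = luminescence from luciferase reaction | measure = luciferase activation, seen as luminescence increase over controls | benchmarks = low control with PBS replacing ATP, high control enzyme plus ATP without compound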
Efa HMGR inh = E. faecalis class II HMG-CoA reductase inhibition; purified E. faecalis HMGR, NADPH absorbance 340 nm kinetic; inhibition, % at 10 µM; hit rate 0.41% among 190,000; AID 1066;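 active = inhibition above a set limit, the median over all tested compounds plus 3 SD, cut at about 9.5% in these data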;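 also: enzyme runs in reverse so mevalonate oxidation gives rising NADPH absorbance; 0% = complete reaction with DMSO and 100% = background rate lacking mevalonate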
Diaph act CS = counter-screen for diaphorase-based assays: diaphorase activators and chemical reducers. activation factor at 20 µM. hit rate 0.005% among 190,000. AID 1229. Diaphorase/resazurin coupled assay, resorufin fluorescence, 16 min; hits give high values; 1 = vehicle wells, 0 = NADH-free wells;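 active = diaphorase activity raised at least twofold by the compound at 20 µM; inactive = activation factor below 2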
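Material: Clostridium kluyveri diaphorase, purified enzyme; Quantity: enzyme 0.07 U/mL final; Medium: HEPES pH 7.4 buffer with MgCl2 and Tween 20; Dosing: single compound dose of 20 µM, 1% DMSO final; Schedule: 16 min reaction at room temperature; Measured by: red resorufin fluorescence at 544/590 nm excitation/emission.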
PMI act = increases human mannose-6-phosphate isomerase activity; activation factor at 20 µM; P34949; purified human PMI, coupled resazurin fluorescence, 20 min; hits give high values; 1 = vehicle control, 0 substrate-free wells; hit rate 0.005% among 190,000;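 active = activation factor of 2 or more at 20 µM, relative to plate controls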
Diaph inh CS = diaphorase inhibition or chemical oxidation counter-screen; diaphorase resazurin-to-resorufin fluorescence, NADH, 16 min; bacterial (C. kluyveri) enzyme, not human; inhibition, % at 20 µM; hit rate 0.69% among 190,000; AID 1217;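 active = primary screen inhibition at 20 µM above a set limit, cut at about 50% in these data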;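 also: plate controls were DMSO with full reaction for no effect and wells lacking NADH for full effect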
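System: Bacterial diaphorase enzyme (C. kluyveri) | Incubation: 16-min room-temperature incubation before reading | Benchmarks: No-NADH positive control and DMSO neutral control | Measured by: Resorufin fluorescence 544/590 nm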
TNAP inh hi DEA = blocks human TNAP under high phosphate acceptor concentration. P05186. purified TNAP, CDP-star luminescence, 1 M DEA. inhibition, % at 20 µM. hit rate 0.03% among 200,000;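 active = over 50% inhibition of tissue-nonspecific alkaline phosphatase at 20 µM in the single-dose screen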;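 also: plate controls were DMSO wells for no effect and EDTA-quenched wells as full inhibition for full effect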
Target sequence (P05186 whole entry, looked up): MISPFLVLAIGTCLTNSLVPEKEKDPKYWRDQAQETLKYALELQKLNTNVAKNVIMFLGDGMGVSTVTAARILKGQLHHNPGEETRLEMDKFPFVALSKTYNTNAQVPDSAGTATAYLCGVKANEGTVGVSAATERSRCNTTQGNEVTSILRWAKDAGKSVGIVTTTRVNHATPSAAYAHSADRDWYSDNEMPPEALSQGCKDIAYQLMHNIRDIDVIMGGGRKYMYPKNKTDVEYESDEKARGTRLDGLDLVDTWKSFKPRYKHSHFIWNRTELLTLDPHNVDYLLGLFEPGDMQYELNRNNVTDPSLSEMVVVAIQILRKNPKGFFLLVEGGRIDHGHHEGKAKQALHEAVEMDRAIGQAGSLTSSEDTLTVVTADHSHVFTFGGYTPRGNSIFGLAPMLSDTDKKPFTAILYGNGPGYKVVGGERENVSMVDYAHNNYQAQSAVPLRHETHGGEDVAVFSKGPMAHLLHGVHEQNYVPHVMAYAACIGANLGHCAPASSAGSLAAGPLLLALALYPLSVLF
TNAP act hiacc = TNAP (human) activation, high acceptor. P05186. purified TNAP, CDP-star luminescence, 1 M DEA, 30 min; hits give high values; 0 = EDTA background, 1 = DMSO-only activity. activation factor at 20 µM. 200,000 tested, under 10 active. AID 1136;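 active = activation factor at least 2 at 20 µM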
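Assay system: human TNAP; Input: enzyme diluted 1/800 final; Reagent: CDP-star luminogenic substrate at 100 µM final; Timing: 30 min, room temperature; Signal: luminescence; Evaluation: TNAP activation factor scaled between EDTA and DMSO control wells.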
TNAP inh noacc = blocks human TNAP activity with no phosphate acceptor present | P05186 | purified TNAP, CDP-star luminescence, 30 min | inhibition, % at 20 µM | hit rate 0.26% among 200,000;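 active = tissue-nonspecific alkaline phosphatase inhibition above about 50% at 20 µM in the single-dose screen, limit read from the data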;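 also: 0% = DMSO negative control and 100% = EDTA positive control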
* = called active by the depositor; / = not tested or not shown; & = joins results of further samples. Rows were taken by chance (roughly 1.7% active in at least one column).

SMILES	PMI act satM6P	G6PDH counter	FLuc act counter	Efa HMGR inh	Diaph act CS	PMI act	Diaph inh CS	TNAP inh hi DEA	TNAP act hiacc	TNAP inh noacc
Cc1ccc2cc(CN(Cc3cccs3)Cc3nnnn3C(C)(C)C)c3nnnn3c2c1	1	-1	1.1	/	0.9	1	14	1	1	-5
COc1cccc(/C=N/NC(=O)c2cc3c(OC)cccc3[nH]2)c1O	1.2	14	1	-6	0.9	1.2	6	0	1	-122
COc1cccc(OCC(O)CN2CCC(C)CC2)c1 (configuration not stated)	1	2	1.1	-2	1	1	-2	-5	1.1	-15
CCS(=O)(=O)N1CCC(C(=O)N2CCc3ccccc3C2)CC1	0.9	14	1	-2	0.8	1	16	-7	1.1	-14
Cc1ccc2nc(-c3cccc(NS(C)(=O)=O)c3)cc(-c3ccccc3)c2c1	1	-11	1	-7	0.9	0.9	10	0	1	-14
Cc1cc(C(=O)NCCN2C(=O)S/C(=C\c3cccs3)C2=O)ccc1[N+](=O)[O-]	0.8	-4	1	1	0.8	0.9	22	3	1	1
Cc1cc2ccccc2n2c(SCC(=O)N3CCc4ccccc4C3)nnc12	1.3	8	1	-6	1.2	1.2	-16	6	0.9	-4
CS(=O)(=O)N1CCCC(C(=O)N2CCc3ccccc3C2)C1 (configuration not stated)	0.9	2	1	-7	0.9	0.9	14	-3	1	-8
Cc1ccc(-c2nnc3ccc(SCC(=O)N4CCCc5ccccc54)nn23)cc1	1	-7	1.1	0	0.5	0.9	50*	0	1	-11
O=C(COc1ccc2ccc(=O)oc2c1)Nc1ccc(N2CCOCC2)cc1	1.1	-22	1.1	-4	0.9	1	5	-5	1	2
Cc1ccc(-c2nn(-c3ccccc3)c3[nH]c(=O)c(CNCCN(C)C)cc23)cc1	1	4	1	/	1.1	0.9	-15	1	1	3
CCc1noc(C)c1C(=O)Nc1nc(-c2cc(C)ccc2C)c(C)s1	1	2	1.1	4	0.8	1	18	-9	1.1	-12
COc1ccccc1CNC(=O)c1csc(Cc2ccc(Cl)cc2)n1	0.9	4	1.1	-1	0.8	0.8	19	-6	1.1	-1
CC(=O)Nc1ccc(S(=O)(=O)NCCNc2ccccc2[N+](=O)[O-])cc1	1	7	1	-4	0.9	1.2	7	13	0.9	8
O=C(OCC(=O)N1CCCCCC1)c1n[nH]c(=O)c2ccccc12	1.1	12	1	-2	1	1	4	-7	1.1	-7
COc1ccc(/C=N\NS(=O)(=O)c2ccc(C)cc2)cc1COc1ccccc1[N+](=O)[O-]	0.9	5	1	-1	0.7	0.9	26	-3	1	-6
O=C(c1ccccc1)N1CCOC12CCN(c1ncc(C(F)(F)F)cc1Cl)CC2	1	10	1.1	-1	0.8	0.9	20	-3	1	-7
COC(=O)[C@@H](NC(=O)c1ccc(OC2CCN(Cc3ccccn3)CC2)cc1)C(C)C	0.9	8	1.1	-4	0.9	0.9	6	-7	1.1	-8
CCOC(=O)C1=C(C)NC(SCC(=O)O)=C(C#N)C1c1ccco1 (configuration not stated)	1	10	1.1	-3	0.8	1	18	-7	1.1	-13
CSc1ccccc1C(=O)C1CCCN(C(=O)NC(C)C)C1 (configuration not stated)	1	4	1	-4	1.1	1	-7	/	/	-5
CCOC(=O)C(C)n1cnc2c1c(=O)[nH]c(=O)n2C (configuration not stated)	1	3	1	2	1	1	3	-1	1	-8
CSc1nnc(Cn2c(=O)sc3ccccc32)n1C	1	-11	1	-10	0.9	1.1	5	-1	1	-13
CC(C)c1ccc(OCC(=O)NCc2ccco2)cc1	1	-4	1	-6	0.9	0.9	14	-5	1.1	-14
CN1C(=O)[C@@H]2[C@@H]3C[C@@H]([C@H]4ON=C(c5ccc(Cl)cc5Cl)[C@@H]34)[C@@H]2C1=O	0.9	9	1	1	0.9	0.8	12	-1	1	1

Taken from the results shown (3 entries):
SMILES	PMI act satM6P	G6PDH counter	FLuc act counter	Efa HMGR inh	Diaph act CS	PMI act	Diaph inh CS	TNAP inh hi DEA	TNAP act hiacc	TNAP inh noacc
CSc1nnc(Cn2c(=O)sc3ccccc32)n1C	1	-11	1	-10	0.9	1.1	5	-1	1	-13
CC(C)c1ccc(OCC(=O)NCc2ccco2)cc1	1	-4	1	-6	0.9	0.9	14	-5	1.1	-14
CN1C(=O)[C@@H]2[C@@H]3C[C@@H]([C@H]4ON=C(c5ccc(Cl)cc5Cl)[C@@H]34)[C@@H]2C1=O	0.9	9	1	1	0.9	0.8	12	-1	1	1

One compound at a time, from the list above.
Record of CCOC(=O)C(C)n1cnc2c1c(=O)[nH]c(=O)n2C (configuration not stated) → PMI act satM6P: 1; G6PDH counter: 3; FLuc act counter: 1; Efa HMGR inh: 2; Diaph act CS: 1; PMI act: 1; Diaph inh CS: 3; TNAP inh hi DEA: -1; TNAP act hiacc: 1; TNAP inh noacc: -8
Record of CC(C)c1ccc(OCC(=O)NCc2ccco2)cc1 → PMI act satM6P: 1; G6PDH counter: -4; FLuc act counter: 1; Efa HMGR inh: -6; Diaph act CS: 0.9; PMI act: 0.9; Diaph inh CS: 14; TNAP inh hi DEA: -5; TNAP act hiacc: 1.1; TNAP inh noacc: -14

The list goes on:
SMILES	PMI act satM6P	G6PDH counter	FLuc act counter	Efa HMGR inh	Diaph act CS	PMI act	Diaph inh CS	TNAP inh hi DEA	TNAP act hiacc	TNAP inh noacc
COCc1nnc(NC(=O)c2cccs2)s1	0.9	-5	1	1	0.8	0.9	21	-5	1.1	-13
O=C1CCC/C1=C/Nc1ccc(Cl)cc1	1.2	-4	1	-1	0.8	1.2	22	-1	1	-19
O=C(NCC(=O)N(CCc1ccccc1)C(C(=O)NC1CCCC1)c1cccnc1)c1ccco1 (configuration not stated)	0.9	-11	1.1	-1	0.9	0.9	13	-4	1	2
COC(=O)c1cccc(NC(=O)CCc2cc(OC)c(OC)c(OC)c2)c1	1	4	1	1	1	1.1	-1	0	1	-4
Cn1cccc1C(=O)C(=O)Nc1cc(Cl)cc(Cl)c1	0.9	14	1	0	1	0.9	3	-4	1	-10
C=CCn1c(C)cc(C(=O)CN2C(=O)NC3(CCCc4ccccc43)C2=O)c1C (configuration not stated)	0.9	8	1	-1	0.8	0.9	21	-3	1	-12
CNC(=O)c1sc(-c2cccs2)nc1C	1.1	6	1	-9	0.8	1.1	20	-8	1.1	-17
CCOc1ccc(-c2nc(CCl)cs2)cc1	1.1	4	0.3	-3	1	1.2	4	-2	1	-6
CCC(=O)N1CCCc2cc(S(=O)(=O)N3CCN(c4ccccc4F)CC3)ccc21	0.9	-4	1.1	3	0.7	0.9	33	-5	1.1	-10
CC(=O)Oc1ccc(-c2csc(Nc3cccnc3)n2)cc1	0.9	7	0.9	-7	0.8	1	17	-2	1	-10
COc1cc2c(cc1NC(=O)c1cccnc1)CCCC2	0.7	8	1	-1	0.9	0.9	14	-5	1.1	-13
O=C(O)CCCNS(=O)(=O)c1cccc2nsnc12	1.1	8	1.1	-3	0.9	1.1	7	-2	1	-4
CS(=O)(=O)NCCSCc1ccc(Cl)cc1	1	14	1	-8	0.9	1	14	-3	1	-8
O=C(NCc1cccnc1)C(=O)NCC1OCCN1S(=O)(=O)c1ccccc1 (configuration not stated)	0.9	17	1.1	1	0.9	0.9	9	-1	1	-6
Nc1ccc2nc(CCCCCCc3nc4ccc(N)cc4[nH]3)[nH]c2c1	0.6	10	1.1	0	1.3	0.9	-32	-7	1.1	-29
C=CCn1cnc2c(nnn2-c2cc(C)cc(C)c2)c1=O	1	5	1	-3	1	1	4	-2	1	-7
O=C(Nc1nnc(-c2ccccc2)o1)Nc1ccc(F)cc1F	0.9	0	1	3	1	0.9	-4	-2	1	-20
CCCc1cc(=O)[nH]c(SCC(=O)N2CCN(S(=O)(=O)c3ccc(C)cc3C)CC2)n1	1.1	3	1.1	-1	1	1	4	-3	1	-10
Cc1c(N=Cc2c(O)n(Cc3ccco3)c(=O)c3ccccc23)c(=O)n(-c2ccccc2)n1C	0.8&0.9	3&2	1.1&1	0	0.7&0.7	1.1&0.9	30&31	-2&-2	1&1	-4&-6
COc1ccc(CCn2nnnc2C(CC(C)C)N2CCN(c3ncccn3)CC2)cc1OC (configuration not stated)	0.9	0	1	-4	0.8	1	16	-6	1.1	-9
COc1ccc(NC(=O)CCC(=O)N(Cc2ccc(OC)c(OC)c2)c2nccs2)c(OC)c1	/	8	1	-3	/	/	/	-3	1	-10
Cc1cccc2cc(CN(Cc3nnnn3Cc3ccccc3)C3CCCC3)c(=O)[nH]c12	0.7	-52	1.1	1	0.7	0.8	31	0	1	2
CCOc1ccc(NC(=O)N(C2CCCC2)C2CCN(C(C)=O)CC2)cc1	0.7	4	1.1	-2	1	1	-1	-4	1	-8
O=C(CSc1nnc(Cc2cccs2)n1Cc1ccco1)Nc1cc(Cl)cc(Cl)c1	0.9	0	1	0	0.6	0.8	38	-10	1.1	-11
COc1ccc(CN2CCN(C(=O)c3ccco3)CC2)cc1OC	1.1	2	1	-6	0.8	1.1	15	-3	1	-19
Cc1cccc(NC2=NC(=S)N(c3cccc(C(=O)O)c3)C23CCCCC3)c1	1	-5	1	-5	0.9	1.1	6	-3	1	-8
Cc1sc2ncnc(SCC(=O)NNC(=O)COc3cccc4ccccc34)c2c1C	1.1	5	1	0	1	1.2	-3	-7	1.1	-4
CCCn1nnnc1SCC(=O)NCc1ccc2c(c1)OCO2	1.1	2	1	-6	0.9	1	10	0	1	-8
O=S(=O)(Nc1ccccn1)c1cccs1	1	8	1.1	-6	0.8	1	16	-7	1.1	-11
CC(C)CN(Cc1cc2ccccc2[nH]c1=O)C(=O)c1cccnc1	1	-2	1	-1	0.9	1	8	5	1	-3
C=CCn1c(SCC(=O)NC2CCCCC2)nnc1C(C)NC(=O)c1cccs1 (configuration not stated)	0.9	-5	1.1	-1	0.8	0.9	20	-4	1	-14
Cn1c(=O)c(C(=O)COC(=O)c2cc(C(F)(F)F)nc3ccccc23)c(N)n(Cc2ccccc2)c1=O	0.9	14	1.1	-9	0.7	1	27	-2	1	-3
COc1cc(OC)nc(/N=C/N(C)C)n1	1	4	1	6	1	1	-5	1	1	-9
Cc1ccc(S(=O)(=O)N(C)c2cc(S(=O)(=O)Nc3ccncc3)c(C)cc2C)cc1	1.2	-13	1.1	-2	1	1.1	2	-4	1	12
O=c1cc(CO)oc(C(Nc2cccc(C(F)(F)F)c2)c2ccccn2)c1O (configuration not stated)	0.6	12	1.1	-3	0.7	1	30	-4	1	-20
